Screens deposited in PubChem by Johns Hopkins Ion Channel Center.
Kir21 inh – blocks the mouse Kir2.1 inward-rectifier potassium channel. B-score at 10 µM. HEK293-Kir2.1, FluxOR thallium flux fluorescence; active compounds read low. 0.85% of 310,000 active. P35561;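 active means fluorescence ratio B-score at or below minus 3 SD of library scores, with starting-brightness B-score within 2 SD, cut at about -4.2 in these data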;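 further: channel flux triggered by added potassium and thallium sulfate stimulus; B-score of peak minus minimum fluorescence over baseline after thallium stimulus; more negative B-score means stronger Kir2.1 block with less thallium influx; some compounds called inactive have numbers as strong as hits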
Target sequence (P35561 whole entry, looked up): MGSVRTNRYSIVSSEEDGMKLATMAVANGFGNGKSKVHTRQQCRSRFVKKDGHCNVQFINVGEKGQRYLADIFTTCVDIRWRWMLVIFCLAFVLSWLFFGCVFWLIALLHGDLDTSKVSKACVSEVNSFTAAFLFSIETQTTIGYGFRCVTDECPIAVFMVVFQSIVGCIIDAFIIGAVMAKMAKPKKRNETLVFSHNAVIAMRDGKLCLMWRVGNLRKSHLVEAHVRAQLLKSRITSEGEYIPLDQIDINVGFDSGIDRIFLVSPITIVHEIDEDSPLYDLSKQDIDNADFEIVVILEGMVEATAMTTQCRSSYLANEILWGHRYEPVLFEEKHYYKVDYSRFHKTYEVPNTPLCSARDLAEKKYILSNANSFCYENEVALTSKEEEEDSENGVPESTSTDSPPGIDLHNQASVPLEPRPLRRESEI
CHT inh – human CHT choline transport inhibition; 0.86% of 310,000 active; CHT-expressing cells, membrane potential dye, choline response; active compounds read low; B-score at 10 µM; AID 488975;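 active means B-score over 3 SD under the library average, and starting fluorescence ratio not unusually high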;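 further: choline stimulus applied at its EC90 after an EC20 pre-addition; B-score computed on integrated fluorescence ratio after choline addition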
Target sequence (Q9GZV3 whole entry, looked up): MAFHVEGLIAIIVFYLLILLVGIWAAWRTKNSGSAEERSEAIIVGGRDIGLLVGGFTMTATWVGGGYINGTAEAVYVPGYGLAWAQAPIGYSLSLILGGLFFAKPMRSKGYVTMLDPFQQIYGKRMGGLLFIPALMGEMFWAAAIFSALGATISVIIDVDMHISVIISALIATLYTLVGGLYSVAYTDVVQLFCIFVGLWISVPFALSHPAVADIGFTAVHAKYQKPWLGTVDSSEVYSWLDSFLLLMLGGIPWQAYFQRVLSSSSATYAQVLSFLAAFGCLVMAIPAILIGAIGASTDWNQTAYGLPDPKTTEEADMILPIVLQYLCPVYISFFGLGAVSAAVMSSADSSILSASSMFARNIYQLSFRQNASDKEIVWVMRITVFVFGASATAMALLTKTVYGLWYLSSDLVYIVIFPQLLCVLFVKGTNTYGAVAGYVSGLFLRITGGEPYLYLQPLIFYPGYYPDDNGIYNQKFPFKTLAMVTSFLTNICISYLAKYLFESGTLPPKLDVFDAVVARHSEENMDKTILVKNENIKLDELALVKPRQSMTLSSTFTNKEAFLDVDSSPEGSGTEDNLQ
An asterisk follows results filed as active.

For COc1ccc(NC(=O)c2nc[nH]c2C(=O)N[C@H](C)c2ccccc2)cc1 the results were Kir21 inh 0.93 and CHT inh inactive.
`CC(=O)c1cc(C(=O)N2CCc3c([nH]c4ccccc34)C2C2CCCCC2)[nH]n1` (stereo not given) gave Kir21 inh -1 and CHT inh inactive.
`O=C(COc1ccc(Cl)cc1)N(Cc1ccco1)C1CCS(=O)(=O)C1` (stereo not given) gave Kir21 inh -2.6 and CHT inh inactive.
For OC(COCC1COc2ccccc2O1)CN1CCCCC1 (stereo not given) the results were Kir21 inh -0.72 and CHT inh inactive.
For Cc1nc(N/N=C/c2cccc(F)c2)cc(N2CCOCC2)n1 the results were Kir21 inh 0.47 and CHT inh inactive.
Screening CCOC(=O)c1nn(-c2ccc(Cl)cc2C)ccc1=O returned Kir21 inh -1.3 and CHT inh inactive.
`Cc1cccc(C)c1OCC(=O)Nc1cccc(C(=O)O)c1` gave Kir21 inh 0.28 and CHT inh inactive.
Screening Nc1c(C(=O)c2ccccc2O)cnn1-c1ccc(S(=O)(=O)N2CCOCC2)cc1[N+](=O)[O-] returned Kir21 inh -0.63 and CHT inh inactive.
Screening CC(=O)N1c2c(cc(Br)cc2S(=O)(=O)N2CCOCC2)CC1C (stereo not given) returned Kir21 inh 0.01 and CHT inh inactive.
`[O-][N+]12CC[N+]([O-])(CC1)c1ccccc12` gave Kir21 inh 0.47 and CHT inh inactive.
For Cc1c(/C=N/NC(N)=O)c2ccccn2c1C(=O)c1ccc(F)cc1 the results were Kir21 inh 0.07 and CHT inh inactive.
For C#CCOc1ccccc1CNC1CCN(Cc2ccccc2)CC1 the results were Kir21 inh -4.4* and CHT inh inactive.
For CC(C)OP(=O)(OC(C)C)C1(O)C(=O)Nc2ccccc21 (stereo not given) the results were Kir21 inh 1.7 and CHT inh inactive.
Screening CC(C)(C)c1ccc(OCC(=O)N2CCN(C=O)CC2)cc1 returned Kir21 inh -0.29 and CHT inh inactive.
For O=C(COc1cccc(-n2cnnn2)c1)NC1CCCCC1 the results were Kir21 inh -0.57 and CHT inh inactive.
Screening COc1ccc(-c2[nH]ncc2-c2cnc(C)s2)c(O)c1 returned Kir21 inh 0.24 and CHT inh inactive.
`CC(C)C(NC(=O)CN1C(=O)c2cccc3cccc1c23)C(C)C` gave Kir21 inh 0.43 and CHT inh inactive.
For COc1cccc(C(=O)NCC2CCCN(C3CCCCC3)C2)c1OC (stereo not given) the results were Kir21 inh 1.3 and CHT inh inactive.
`CC(C)[C@H](NC(=O)[C@@H]1Cc2ccccc2CN1C(=O)OC(C)(C)C)C(=O)NCC1CCC(C(=O)O)CC1` (stereo not given in full) gave Kir21 inh 0.08 and CHT inh inactive.
O=C(Nc1ccc(N2CCCCC2)cc1)c1ccccn1 was read as Kir21 inh 1.4 and CHT inh inactive.

Some of these compounds in order of heavy-atom count, rising.
`[O-][N+]12CC[N+]([O-])(CC1)c1ccccc12` gave Kir21 inh 0.47 and CHT inh inactive.
Screening CCOC(=O)c1nn(-c2ccc(Cl)cc2C)ccc1=O returned Kir21 inh -1.3 and CHT inh inactive.
For OC(COCC1COc2ccccc2O1)CN1CCCCC1 (stereo not given) the results were Kir21 inh -0.72 and CHT inh inactive.
For Cc1nc(N/N=C/c2cccc(F)c2)cc(N2CCOCC2)n1 the results were Kir21 inh 0.47 and CHT inh inactive.
For C#CCOc1ccccc1CNC1CCN(Cc2ccccc2)CC1 the results were Kir21 inh -4.4* and CHT inh inactive.

Next structures follow.
O=[N+]([O-])c1cccc(-c2noc(COc3ccccc3)n2)c1 was read as Kir21 inh -1.5 and CHT inh inactive.
Cc1cc(C2(c3ccc(O)c(C)c3)C(=O)Nc3ccccc32)ccc1O was read as Kir21 inh 0.32 and CHT inh inactive.
`CCNc1nc(NCc2ccccc2)nc(SCC(N)=O)n1` gave Kir21 inh 0.18 and CHT inh inactive.
For CC(C)C(=O)NC(=S)N(Cc1ccccc1)Cc1ccccc1 the results were Kir21 inh -0.41 and CHT inh inactive.
`CCC(Sc1nc(C)cc(=O)[nH]1)C(=O)Nc1sc2c(c1C#N)CCCC2` (stereo not given) gave Kir21 inh 0.12 and CHT inh inactive.
Cc1cc(C)n2c(SCC(=O)NC3CCCCC3)nnc2n1 was read as Kir21 inh 2.4 and CHT inh inactive.
`COc1ccc(-c2noc(-c3cccs3)n2)cc1OC` gave Kir21 inh 0.01 and CHT inh inactive.
For CCN(C(=O)CN1C(=S)NC(C)(C)CC1C)c1ccc(C)c(C)c1 (stereo not given) the results were Kir21 inh 1.5 and CHT inh inactive.
Screening Cc1cccc(-n2c(C)cc(/C=N/NC(N)=S)c2C)c1 returned Kir21 inh -2.5 and CHT inh inactive.
Screening CN(C(=O)COC(=O)c1cc([N+](=O)[O-])ccc1Sc1ccccc1)C1CCS(=O)(=O)C1 (stereo not given) returned Kir21 inh -0.29 and CHT inh inactive.
Cc1cc(C)c(NC(=O)Nc2ccccc2C)c(Cl)c1 was read as Kir21 inh -1 and CHT inh inactive.
Screening CC(=O)Nc1ccccc1C(=O)C(=O)Nc1ccc(C(=O)NCC2CCCO2)cc1 (stereo not given) returned Kir21 inh 0.51 and CHT inh inactive.
O=c1cc(O)c2ccc(O)cc2o1 was read as Kir21 inh 2.4 and CHT inh inactive.
Screening Cc1ccc(-n2nc(C)c3cc(C(=O)O)sc32)cc1 returned Kir21 inh 1.8 and CHT inh inactive.
`CCCc1nc(SCC(=O)N2CCCCCC2)c2c(=O)n(C)c(=O)n(C)c2n1` gave Kir21 inh 0.89 and CHT inh inactive.
`O=C(CNc1n[nH]c(=O)[nH]c1=O)N/N=C/c1cccnc1` gave Kir21 inh 0.98 and CHT inh inactive.
Cc1ccc2[nH]c3c(=O)n(Cc4ccncc4)cnc3c2c1 was read as Kir21 inh -0.69 and CHT inh inactive.
Screening O=C(NCCC1=CCCCC1)c1cc(-c2ccncc2)nc2ccccc12 returned Kir21 inh 0.1 and CHT inh inactive.
For COc1ccc(OC)c(S(=O)(=O)Nc2cc3c(cc2N2CCCC2)n(C)c(=O)c(=O)n3C)c1 the results were Kir21 inh -1 and CHT inh inactive.
Screening CC(C)c1ccc(NC(=S)N2CCN(S(=O)(=O)c3ccccc3)CC2)cc1 returned Kir21 inh -0.48 and CHT inh inactive.
Screening Cn1c(SCC(=O)Nc2ccccc2[N+](=O)[O-])nnc1C(F)(F)F returned Kir21 inh 0.67 and CHT inh inactive.
For O=C(COc1ccccc1)Nc1nnc(COc2ccccc2)s1 the results were Kir21 inh 0.12 and CHT inh inactive.
For CCn1nc(C(=O)N[C@@H](CCSC)c2nc3ccccc3[nH]2)c2ccccc2c1=O the results were Kir21 inh 2.4 and CHT inh inactive.
For CCOc1ccc(CCNC(=O)COn2nnc3ccc(S(=O)(=O)N4CCOCC4)cc32)cc1OCC the results were Kir21 inh -1.5 and CHT inh inactive.
CC(NC(N)=O)C(=O)Nc1ccc(Cl)c(S(=O)(=O)Nc2ccc(Br)cc2)c1 (stereo not given) was read as Kir21 inh 1.8 and CHT inh inactive.
O=C(Cn1c(-c2ccccc2Cl)nc2ccccc21)Nc1cccc(Cl)c1 was read as Kir21 inh -0.82 and CHT inh inactive.
Screening COCCNC(=O)CC(c1ccccc1)c1ccccc1 returned Kir21 inh -3.7 and CHT inh inactive.
For O=C(NCc1cnc2ccccn12)C1CCC(=O)N(Cc2cccc(F)c2)C1 (stereo not given) the results were Kir21 inh -1.7 and CHT inh inactive.
O=C(C#Cc1cccc([N+](=O)[O-])c1)c1ccccc1 was read as Kir21 inh 1.3 and CHT inh inactive.
For CC1(C)NC(=O)N(CC(O)COc2ccc(N3C(=O)c4ccccc4C3=O)cc2)C1=O (stereo not given) the results were Kir21 inh 2.6 and CHT inh inactive.
Screening C=CCNC(=S)NC(=O)c1csc([N+](=O)[O-])c1 returned Kir21 inh 1 and CHT inh inactive.
For Cc1ccc(NCc2n[nH]c(=S)n2-c2ccccc2)cc1Cl the results were Kir21 inh -0.41 and CHT inh inactive.
C=CCn1c(SCC(=O)NCc2ccco2)nc2sc3c(c2c1=O)CCCC3 was read as Kir21 inh -0.69 and CHT inh inactive.
`COc1ccc(C(=O)/C=C/c2ccccc2OC)c(OC(=O)c2ccc([N+](=O)[O-])cc2)c1` gave Kir21 inh 0.75 and CHT inh inactive.
COc1cccc(CNC(=O)c2cccs2)c1 was read as Kir21 inh -0.71 and CHT inh inactive.
For Cc1ccc(S(=O)(=O)Nc2nc3ccc(N)cc3s2)cc1 the results were Kir21 inh 1.4 and CHT inh inactive.
`CN(C)C(=O)/C=C\c1cn(-c2ccccc2)nc1-c1ccc2c(c1)OCCO2` gave Kir21 inh -0.62 and CHT inh inactive.
`CS(=O)(=O)c1ccc(C(=O)Nc2ccccc2Cl)cc1` gave Kir21 inh 0.06 and CHT inh inactive.
`COc1ccc(OC)c(S(=O)(=O)n2nnc3ccccc32)c1` gave Kir21 inh -0.06 and CHT inh inactive.
Cc1ccc(COC(=O)c2nn(-c3ccccc3)nc2N)cc1 was read as Kir21 inh -1.9 and CHT inh inactive.
Screening COc1ccc(-c2cc(-c3ccccc3)c(C#N)c(S(C)=O)n2)cc1 (stereo not given) returned Kir21 inh -0.09 and CHT inh inactive.
Screening O=C(O)CCC(=O)N1N=C(c2ccccc2)CC1c1cccs1 (stereo not given) returned Kir21 inh -0.19 and CHT inh inactive.
`CSCC(=O)Nc1cc(C)on1` gave Kir21 inh 0.48 and CHT inh inactive.
For CCn1cc(C(=O)Nc2cccc(NC(C)=O)c2)c2cc(OC)c(OC)cc2c1=O the results were Kir21 inh -0.65 and CHT inh inactive.
`Cc1ncc([N+](=O)[O-])n1CCOC(=O)c1ccc(Cl)cc1Cl` gave Kir21 inh -1.5 and CHT inh inactive.
Screening O=C(CCc1ccccc1)NNC(=O)c1ccc(F)cc1 returned Kir21 inh 1.8 and CHT inh inactive.
Screening COc1ccc(NC(=O)CCN2C(=O)c3cccc([N+](=O)[O-])c3C2=O)cc1 returned Kir21 inh 1.3 and CHT inh -11*.
`Cn1c(CNC(=O)CCNC(=O)c2ccc(Br)cc2)cc(=O)n(C)c1=O` gave Kir21 inh -0.49 and CHT inh inactive.
`O=C(CCSCc1ccccc1F)NCc1cccnc1` gave Kir21 inh -1.4 and CHT inh inactive.
For CCc1ccccc1NC(=O)N[C@@H](C)C(=O)OC the results were Kir21 inh 1.6 and CHT inh inactive.
For COCCNC(=O)/C(C#N)=C/c1c(N2CCCCCC2)nc2ccccn2c1=O the results were Kir21 inh 1 and CHT inh inactive.
CC(=O)CSc1nnc(-c2ccc3c(c2)OCO3)o1 was read as Kir21 inh 1.7 and CHT inh inactive.
Screening CCCC1(c2ccccc2)NC(=O)N(CC(=O)Nc2cc(OC)cc(OC)c2)C1=O (stereo not given) returned Kir21 inh -0.59 and CHT inh inactive.
Cc1nn(CC(=O)NNC(=S)Nc2ccccc2)c(C)c1[N+](=O)[O-] was read as Kir21 inh 0.02 and CHT inh inactive.
For CC(NC(=O)C1CCN(c2nnc(-n3cccc3)s2)CC1)C12CC3CC(CC(C3)C1)C2 (stereo not given) the results were Kir21 inh -0.13 and CHT inh inactive.
For CCOc1cc(CNCCO)cc(Br)c1OCc1ccc(Cl)cc1 the results were Kir21 inh -18* and CHT inh inactive.
Nc1nc(-c2cc3c(cc2Cl)OCCO3)cs1 was read as Kir21 inh -0.35 and CHT inh inactive.
`O=C(O)C1C2C=CC3(CN(c4cccc(C(F)(F)F)c4)C(=O)C13)O2` (stereo not given) gave Kir21 inh -0.05 and CHT inh inactive.
Screening Cc1cc(=O)oc2cc(NC(=O)c3ccccc3C(=O)O)ccc12 returned Kir21 inh 0.01 and CHT inh inactive.
`O=C(O)CNC(=O)c1ccc(Sc2ccccc2)c([N+](=O)[O-])c1` gave Kir21 inh -2.4 and CHT inh inactive.

Looked up one by one from above, two records:
Screening CC(=O)Nc1ccccc1C(=O)C(=O)Nc1ccc(C(=O)NCC2CCCO2)cc1 (stereo not given) returned Kir21 inh 0.51 and CHT inh inactive.
Screening CC(C)c1ccc(NC(=S)N2CCN(S(=O)(=O)c3ccccc3)CC2)cc1 returned Kir21 inh -0.48 and CHT inh inactive.

Following part.
For Cc1[nH]nc2ncc(C(=O)c3cc(F)ccc3O)cc12 the results were Kir21 inh 0.52 and CHT inh inactive.
`CN(CC(=O)Nc1ccc(Cl)c(C(F)(F)F)c1)C(=O)c1cccs1` gave Kir21 inh 0.21 and CHT inh inactive.
CN(C)S(=O)(=O)Nc1ccccn1 was read as Kir21 inh 0.25 and CHT inh inactive.
For Clc1ccc(OCc2nnc3n2CCCCC3)c(Cl)c1 the results were Kir21 inh 1.8 and CHT inh inactive.
`O=C(NCC(c1cccs1)N1CCOCC1)c1ccc(Cl)c(S(=O)(=O)N2CCOCC2)c1` (stereo not given) gave Kir21 inh 0.26 and CHT inh inactive.
COCC(C)N=CC1=C(O)CC(C)(C)CC1=O (stereo not given) was read as Kir21 inh -0.92 and CHT inh inactive.
For O=S(=O)(c1cccc(-c2nnc(-c3ccc(Br)cc3)o2)c1)N1CCCCCC1 the results were Kir21 inh 0.62 and CHT inh inactive.
`CC(=O)Nc1sc2c(c1C#N)CCC2` gave Kir21 inh -0.02 and CHT inh inactive.
`O=C(N/C(=C\c1ccc([N+](=O)[O-])cc1)C(=O)N1CCCCC1)c1ccc(Br)o1` gave Kir21 inh 1 and CHT inh inactive.
`Nc1cc(Cl)ccc1Nc1ccncc1` gave Kir21 inh -1.7 and CHT inh inactive.
CC(C)CCn1c(COc2ccccc2)nn(CCC#N)c1=S was read as Kir21 inh 0.23 and CHT inh inactive.
For Cc1ccc(Cl)cc1NC(=S)Nn1cnnc1 the results were Kir21 inh -0.65 and CHT inh inactive.
Screening CCN(CC)C(=O)COc1ccc2c(-c3ccccc3)cc(=O)oc2c1 returned Kir21 inh -0.23 and CHT inh inactive.
`COC(=O)c1ccc(COc2ccc(C#N)cc2)o1` gave Kir21 inh 0.78 and CHT inh inactive.
`O=C(CSc1nnc(-c2ccncc2)n1Cc1ccccc1)Nc1nccs1` gave Kir21 inh 0.43 and CHT inh inactive.
